Casp6 inh: human caspase-6 inhibitors, primary screen, biochemical, VEID-R110 fluorescence, single point, set 2 | AID 686996, 2013 | P55212 | purified caspase-6, Z-VEID-R110 cleavage fluorescence | inhibition, % at 12.5 µM | 350,000 compounds, 0.53% hits;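 active = mean inhibition across replicates at least about 35%, with every replicate also reaching that limit, limit read from the data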;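 also: 0% = median of neutral control wells and 100% = no fluorescence left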
Target sequence (P55212 24-179 limits assumed): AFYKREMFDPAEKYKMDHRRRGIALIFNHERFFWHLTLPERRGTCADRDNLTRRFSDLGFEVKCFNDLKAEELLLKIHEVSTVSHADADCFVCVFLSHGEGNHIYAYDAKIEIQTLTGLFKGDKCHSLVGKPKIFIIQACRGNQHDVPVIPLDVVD
Target sequence (P55212 194-293 limits assumed): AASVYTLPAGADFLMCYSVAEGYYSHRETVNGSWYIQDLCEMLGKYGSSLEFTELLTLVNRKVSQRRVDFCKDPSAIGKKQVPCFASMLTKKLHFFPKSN
FN deposition inh: inhibitors of fibronectin matrix deposition, primary screen, AH1F cells, Alexa488-fibronectin fluorescence, plate reader | inhibition, % at 12.6 µM | 350,000 compounds, 0.086% hits | AID 743247, 2014 | AH1F fibroblasts, overnight;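 active = mean inhibition across replicates of 30% or more, regardless of how many single replicates reach that level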;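 also: positive control wells lacked labelled fibronectin entirely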
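test system = AH1F fibroblasts assembling fluorescent fibronectin matrix | quantity = 10000 AH1F cells per well | buffer or medium = DMEM plus 2% serum, read in PBS | doses = single dose, pinned | incubation = 1 h cell attachment, overnight exposure to compound and label | detection = fluorescence at 485 nm excitation, 525 nm emission | read-out basis = inhibition from reduced deposited-fibronectin fluorescence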
PAX8 reporter: inhibitors of PAX8-driven TPO luciferase reporter, primary screen, RMG-I cells, single concentration; SteadyGlo, 24 h; 360,000 compounds, 1.2% hits; inhibition, % at 12.6 µM; AID 652154, 2013;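 active = mean replicate inhibition at least 60% with every replicate also reaching 60%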;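 also: luciferase light reporting Pax8 driven TPO promoter activity; plate controls were median of neutral control wells for no effect and mitoxantrone controls for full effect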
LGR2 inh: inhibitors of bursicon-induced LGR2 CRE-luciferase signal, primary screen, cell-based, HEK293, CRE-luciferase reporter, bursicon stimulation; Drosophila bursicon receptor LGR2 (rickets); bursicon-stimulated, 4 h; inhibition, % at 9.99 µM; 380,000 compounds, 0.35% hits;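 active = drop in luminescence signal, shown as inhibition above about 50% in the replicate tests, limit read from the data, passing the limit was not always enough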;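 also: agonist challenge used bursicon conditioned medium at about half maximal strength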
PGC1a acetyl inh: inhibitors of PGC1a acetylation signal, primary screen, cell-based, U2OS, AlphaScreen, inhibitor mode | AlphaScreen anti-acetyl-lysine; with virally co-expressed GCN5 acetyltransferase | inhibition, % at 15.6 µM | 350,000 compounds, 0.17% hits | AID 651687, 2012;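 active = every replicate shows inhibition of at least 40%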;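 also: 0% = neutral control wells and 100% = positive control wells; some results beyond the cut were filed as inactive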
EWS-Fli inh: EWS/Fli-driven NR0B1 reporter inhibitors, primary screen, A673 cells, NR0B1 luciferase, luminescence, MLPCN library; viability-normalised; inhibition, % at 12.6 µM; 350,000 compounds, 0.67% hits;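 active = mean inhibition of at least 50% after viability correction, with every replicate also passing that limit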;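 also: firefly luciferase signal divided by Alamar Blue viability fluorescence both relative to DMSO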
Cneo AK release: Cryptococcus neoformans cell lysis inducers, primary screen, AK release luminescence, single concentration; C. neoformans lysis, adenylate kinase release luminescence, 4 h; normalised: neutral wells 0, clomiphene wells 100; lysis activity, % at 15 µM; 360,000 compounds, 0.2% hits; AID 651654, 2012;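 active = mean lysis activity across replicates of at least 80%, whatever share of replicates individually reach that level; inactive = mean lysis activity below 80%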
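Schedule: static 4 h at 37 °C with compound, 1 h detection; system: C. neoformans cells; benchmarks: Clomiphene as positive control; buffer or medium: fresh YPD medium; measure: luminescence rise reflecting yeast cell lysis; measured by: luminescent adenylate kinase detection reagent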
miR122 inh: miR-122 Renilla sensor signal increase in Huh7, primary screen, miR-122 inhibitor project, cell-based, single point, plate reader | 340,000 compounds, 0.3% hits | activation (reporter increase), % at 12.5 µM | Huh7 miR-122 Renilla luciferase sensor, 48 h; neutral wells = 0, positive control = 100;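 active = mean replicate activation score at least 90 and every replicate individually at or above 90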;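 also: higher luciferase means less miR-122 activity so hits act as miR-122 inhibitors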
* hit, by the source's call; . = not tested or not shown; & = joins results of further samples; [ ] = remark or other dose. Not a hit list; any-hit rate near 2.5%.

entry	compound	Casp6 inh	FN deposition inh	PAX8 reporter	LGR2 inh
1	CC(=O)Oc1ccc(N(C(C)=O)S(=O)(=O)c2ccc(C)cc2)c2ccccc12	0	-15	-41	.
2	C[C@@H]1CN([C@@H](C)CO)C(=O)c2cc(NC(=O)Nc3ccc4c(c3)OCO4)ccc2O[C@@H](C)CCCCO[C@H]1CN(C)C(=O)Nc1cccc2ccccc12	1	.	17	13
3	CC(=O)N(c1nc(CCl)cs1)c1c(C)cc(C)cc1C	3	.	16	5
4	COc1cccc(-c2nc(CS(=O)(=O)CC(=O)NCCCN3C(C)CCCC3C)c(C)o2)c1 (configuration not stated)	-51	2	-2	17
5	Cc1ccccc1CC1(CO)CCCN(C(=O)Cc2c(F)ccc(F)c2F)C1 (configuration not stated)	2	12	9	.
6	CCc1nc(C#N)c(N2CCCCC2)o1	-1	3	25	11
7	C[C@@H]1CN([C@@H](C)CO)C(=O)CCCn2nncc2CO[C@H]1CN(C)S(=O)(=O)c1ccc2ccccc2c1	-5&-2&0	-11&-3	8&12	-2&7
8	Cn1ccc2c(N3CCCCC3)cc3c(c21)C1CCC3O1 (configuration not stated)	-1	-13	-2	9
9	COc1cc(C(=O)N(Cc2ccc(C)o2)C2CCS(=O)(=O)C2)cc(OC)c1OC (configuration not stated)	1	5	4	-4
10	CCC(CC)C1=NN2C(=N)/C(=C\c3cc(C)n(-c4cccc(C)c4)c3C)C(=O)N=C2S1	.	-1	6	-3
11	O=C1CN(C(=O)CC2C(=O)NCCN2Cc2ccccc2C(F)(F)F)CCN1 (configuration not stated)	0	0	-3	-1
12	CC(=O)COC(=O)CNC(=O)c1ccc(Br)cc1	.	-4	17	.
13	S=C(Nc1ccccc1)Nc1ccccn1	1	.	-55	16
14	O=C(Cc1noc2ccccc12)Nc1ccc2ccccc2c1	.	-5	-53	.
15	O=C(COc1ccccc1)NS(=O)(=O)c1ccccc1	5	3	-4	5

entry	PGC1a acetyl inh	EWS-Fli inh	Cneo AK release	miR122 inh
1	.	0	.	.
2	-8	-20	3	16[16.7 µM]
3	.	-2	.	.
4	.	.	.	.
5	-13	8	2	0
6	-5	11	.	30
7	8&5&2	0&1&-2	-1&-1&-4	-2
8	-3	2	1	-3
9	10	3	14	.
10	6	.	-3	-10
11	.	-5	4	-1
12	.	.	0	-1
13	-42	-39	57	9
14	-10	.	-1	-9
15	17	-7	0	-1

(list continues)
entry	compound	Casp6 inh	FN deposition inh	PAX8 reporter	LGR2 inh
16	C[C@@H]1CN([C@@H](C)CO)C(=O)Cc2cc(NC(=O)CCCCCC(=O)Nc3ccccc3N)ccc2O[C@H]1CN(C)Cc1ccccc1	0	.	20	7
17	CCC(=O)N1c2ccc(S(=O)(=O)NCCc3ccc(C)cc3)cc2CC1C (configuration not stated)	3	-8	16	3
18	Cc1cc2oc(=O)c3c(c2cc1OCc1nn[nH]n1)CCCC3	.	2	12	.
19	CCC(CC)NC(=O)c1cccc([N+](=O)[O-])c1C	-2	-1	-20	.
20	O=C(NCc1ccc(Cl)cc1)C1CCCCN1S(=O)(=O)c1ccccc1 (configuration not stated)	0	-5	22	7
21	CCN(CC(=O)Nc1c(F)cccc1F)C(=O)CCNC(=O)c1ccccc1OC	-10	-5	1	-11
22	CCCC(=O)Nc1nc2n(n1)C(c1ccccc1)CC(=O)N2 (configuration not stated)	.	6	2	.
23	Nc1ccc(N2CCCC2)c(S(=O)(=O)Nc2cccc(C(F)(F)F)c2)c1	-3	0	-5	-9
24	O=C(Nc1ccc2c(c1)[C@H]1C[C@H](CC(=O)N3CCOCC3)O[C@@H](CO)[C@H]1O2)C1CCC1	.	0	-10	12
25	CCN(CC)CCOc1ccc(/C(=C(\Cl)c2ccccc2)c2ccccc2)cc1	-2	-3	45	13
26	C[C@H](CO)N1C[C@H](C)[C@@H](CN(C)CC2CCCCC2)Oc2ccc(NC(=O)C3CC3)cc2C1=O	-1	.	-1	.
27	O=C(CN1CCN(c2ccccn2)CC1)N1CC(O)CO1 (configuration not stated)	-3	6	6	7
28	O=C(C[C@@H]1CC[C@H]2[C@@H](COC[C@@H](O)CN2S(=O)(=O)c2cccc(F)c2)O1)Nc1ccccc1	.	8	.	-7
29	COc1cc(C(=O)Nc2ccc(C#N)cc2)c([N+](=O)[O-])cc1OC	1	5	-4	1
30	Cc1cccc(NC(=O)c2c(-c3ccccc3)noc2C)n1	3	9	1	-5

entry	PGC1a acetyl inh	EWS-Fli inh	Cneo AK release	miR122 inh
16	16	28	0	-8[16.7 µM]
17	.	-3	0	.
18	9	.	-2	-9
19	.	-15	.	.
20	-4	8	-3	3
21	.	2	-6	.
22	8	.	-4	-22
23	-7	-4	.	33
24	0	-6	-1	0[16.7 µM]
25	-80	42	5	5
26	3	-4	-1	-5[16.7 µM]
27	2	-1	.	.
28	-4	.	4	-4[16.7 µM]
29	0	-2	.	.
30	.	-6	0	-2

(further entries)
entry	compound	Casp6 inh	FN deposition inh	PAX8 reporter	LGR2 inh
31	COc1ccc(NS(=O)(=O)c2ccc(NC(=O)c3ccc(N(C)S(C)(=O)=O)cc3)cc2)c(OC)c1	1	-1	-10	8
32	COc1ccc(-c2ccc3c(c2)[C@@H]2[C@@H](CCN2C(=O)c2cnccn2)[C@H](CO)N3)cc1	-1	-4	-26	-24
33	COc1ccc(CN(Cc2ccc(C(=O)O)cc2)C(=S)Nc2cc(C)cc(C)c2)cc1OC	29	14	12	9
34	CCCCCCc1ccc(OC(=O)c2ccncc2)cc1	-3	1	12	7
35	Cc1oc2cc3c(C(=O)N4CCCCC4)c(C)oc3cc2c1C(=O)N1CCCCC1	.	.	.	-99
36	O=C(CNC1CCCCC1)N1CCc2ccccc2C1	.	-4	-8	.
37	O=C(Nc1ccccc1C(=O)NCCCN1CCOCC1)c1ccccc1	1	.	3	6
38	Cc1ccc2occ(/C=N/NC(=O)c3ccccc3Br)c(=O)c2c1	2	.	-18	14
39	CCn1cc(/C=C(\NC(=O)c2ccccc2OC)C(=O)NCCCn2ccnc2)c2ccccc21	-3	-9	5	-9
40	C[C@@H]1CN([C@H](C)CO)C(=O)c2cc(NC(=O)Nc3ccc(C(F)(F)F)cc3)ccc2O[C@H]1CN(C)C	-6	-4	12	1
41	Cc1cc2c(c(=O)o1)[C@@]1(C(=O)N(C)c3c(Br)cccc31)C1=C(CCCC1=O)O2	-6	9	0	-21
42	COc1ccc(NC(=O)Cc2ccccc2)cn1	-4	5	1	2
43	CCC(=O)N1CCN(c2ccc(NC(=O)c3ccc4c(c3)OCCO4)cc2)CC1	-1	-3	-61	-6
44	Cc1noc(C)c1S(=O)(=O)N(C)C[C@H]1OCCCC[C@H](C)Oc2ccc(NC(=O)CCC(F)(F)F)cc2C(=O)N([C@H](C)CO)C[C@H]1C	2	17	-10	-18
45	CN(Cc1nc(Cc2ccccc2F)no1)[C@@H]1CS(=O)(=O)C[C@H]1O	-2	6	2	-1

entry	PGC1a acetyl inh	EWS-Fli inh	Cneo AK release	miR122 inh
31	12	6	-16	-7
32	4	-11	-2	5[16.7 µM]
33	.	-4	1	1
34	-1	9	-1	-1
35	0	.	0	-2
36	-3	.	5	1
37	3	8	1	-9
38	.	-3	0	.
39	0	.	.	54
40	6	-1	-1	0[16.7 µM]
41	.	-2	.	.
42	.	-11	1	-4
43	9	-33	2	3
44	14	15	.	.
45	15	7	.	-5

Further structures:
entry	compound	Casp6 inh	FN deposition inh	PAX8 reporter	LGR2 inh
46	C/C=C/c1ccc2c(c1)O[C@H](CN(C)Cc1ccncc1)[C@H](C)CN([C@H](C)CO)S2(=O)=O	1	-1	.	4
47	CN(C)N=Nc1ccc2nc[nH]c2c1	4	-3	1	.
48	O=C(Cn1cc(C(F)(F)F)ccc1=O)N1CCN(S(=O)(=O)c2ccc(Cl)cc2)CC1	.	-7	.	.
49	C[C@H]1CN([C@@H](C)CO)C(=O)Cc2cc(NC(=O)Cc3cn(C)c4ccccc34)ccc2O[C@@H]1CN(C)C(=O)NC1CCCCC1	1	.	3	12
50	Cc1cccc(C)c1NC(=O)C(=O)NCC1CCCN1S(=O)(=O)c1cccs1 (configuration not stated)	-1	0	10	6
51	Cc1cc(/C=C2/NC(=O)NC2=O)c(C)n1-c1ccccn1	.	-1	-7	-5
52	CN(C)C(=O)C[C@@H]1CC[C@@H]2[C@H](COc3ccc(NC(=O)C4CCC4)cc3C(=O)N2C)O1	2	-11	.	-1
53	CCC(=O)N1C[C@H](C)[C@H](OC)CN(C)C(=O)c2ccc(NC(=O)Nc3cccc(F)c3)cc2OC[C@H]1C	2	-4	.	-4
54	O=C(Cc1csc(N2CCOCC2)n1)N/N=C/c1ccccc1C(=O)O	2	-4	-3	3
55	COc1ccc(C2N=C(Nc3ccc(C)cc3)Nc3nc(C)cc(=O)n32)cc1 (configuration not stated)	.	4	8	.
56	O=C(c1ccco1)N1CCCC(c2nc3c(nnn3Cc3ccccc3)c(=O)[nH]2)C1 (configuration not stated)	1	0	17	11
57	COC(=O)[C@@H]1C2CCC(C(=O)Nc3ccccc3)(CC2)[C@@H]1C(=O)OC	.	.	.	11
58	O=C(CCCC(=O)Nc1ccccc1Br)N/N=C/c1c(F)cccc1Cl	-4	-7	3	-6

entry	PGC1a acetyl inh	EWS-Fli inh	Cneo AK release	miR122 inh
46	-15	6	-2	0[16.7 µM]
47	.	-12	.	.
48	37	.	1	-4
49	-6	0	0	-3[16.7 µM]
50	6	3	.	13
51	6	.	-1	-8
52	8	-3	.	.
53	-7	3	1	4[16.7 µM]
54	1	5	1	-3
55	-4	.	-3	6
56	5	4	-1	-4
57	5	.	2	-2
58	5	-7	-2	2

Part of the list above in order of formula weight, low to high.
entry	compound	Casp6 inh	FN deposition inh	PAX8 reporter	LGR2 inh
54	O=C(Cc1csc(N2CCOCC2)n1)N/N=C/c1ccccc1C(=O)O	2	-4	-3	3
50	Cc1cccc(C)c1NC(=O)C(=O)NCC1CCCN1S(=O)(=O)c1cccs1 (configuration not stated)	-1	0	10	6
52	CN(C)C(=O)C[C@@H]1CC[C@@H]2[C@H](COc3ccc(NC(=O)C4CCC4)cc3C(=O)N2C)O1	2	-11	.	-1
58	O=C(CCCC(=O)Nc1ccccc1Br)N/N=C/c1c(F)cccc1Cl	-4	-7	3	-6
46	C/C=C/c1ccc2c(c1)O[C@H](CN(C)Cc1ccncc1)[C@H](C)CN([C@H](C)CO)S2(=O)=O	1	-1	.	4
49	C[C@H]1CN([C@@H](C)CO)C(=O)Cc2cc(NC(=O)Cc3cn(C)c4ccccc34)ccc2O[C@@H]1CN(C)C(=O)NC1CCCCC1	1	.	3	12

entry	PGC1a acetyl inh	EWS-Fli inh	Cneo AK release	miR122 inh
54	1	5	1	-3
50	6	3	.	13
52	8	-3	.	.
58	5	-7	-2	2
46	-15	6	-2	0[16.7 µM]
49	-6	0	0	-3[16.7 µM]
